# STAT3 inh – reduces IL-6 driven STAT3 reporter signal; U3A cells, IL-6 STAT3-luciferase reporter, luminescence; host cell line lacks STAT1; inhibition, % at 5.5 µM; 190,000 tested, 0.89% active; AID 862;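 active = inhibition above the mean inhibition across all screened compounds plus 3 SD, cut at about 44% in these data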;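 also: 0% = DMSO only wells and 100% = 100 µM nifuroxazide control wells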
# PPARg SRC-3 ag – promotes SRC-3 coactivator recruitment by human PPARgamma; activation, % at 8 µM; P37231; AID 731; biochemical PPARgamma/SRC-3 coactivator recruitment assay; 200,000 tested, 0.26% active; in the data active = activation above about 23%;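 also: 0% = DMSO and 100% = reference agonist; some compounds past the cut are filed as inactive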
# Target sequence (P37231 whole entry, looked up): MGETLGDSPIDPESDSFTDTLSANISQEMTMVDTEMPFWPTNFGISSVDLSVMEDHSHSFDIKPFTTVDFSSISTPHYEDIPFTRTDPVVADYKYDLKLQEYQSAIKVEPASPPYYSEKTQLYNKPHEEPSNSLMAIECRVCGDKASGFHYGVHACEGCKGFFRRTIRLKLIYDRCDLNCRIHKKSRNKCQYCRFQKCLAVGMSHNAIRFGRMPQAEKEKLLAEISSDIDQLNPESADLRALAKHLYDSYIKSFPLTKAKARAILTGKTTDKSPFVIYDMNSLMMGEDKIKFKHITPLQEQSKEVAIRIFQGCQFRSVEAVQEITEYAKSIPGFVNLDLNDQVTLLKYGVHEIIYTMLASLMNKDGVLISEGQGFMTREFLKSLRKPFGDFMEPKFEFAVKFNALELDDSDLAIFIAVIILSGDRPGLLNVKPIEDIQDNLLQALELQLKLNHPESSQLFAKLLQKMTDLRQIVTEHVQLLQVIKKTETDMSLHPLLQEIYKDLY
# RAM network inh – inhibitors of the yeast RAM network. S. cerevisiae dse1pr::URA3 reporter, 5-FOA growth OD615, 2 d; analog-sensitive cbk1-as2 kinase mutant strain. inhibition, % at 50 µM. 190,000 tested, 1.8% active. AID 868;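 active = inhibition above a set limit, 3 SD over mean compound inhibition, cut at about 8.4% in these data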;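 also: 0% = DMSO-only wells with no growth and 100% = 10 µM 1-NA-PP1 full growth; inhibition rescues growth on 5-FOA so higher OD means more RAM inhibition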
# STAT1 blocker – STAT1 signaling inhibition; NIH 3T3 STAT1-luciferase reporter, IFN-gamma, luminescence; inhibition, % at 5.5 µM; 200,000 tested, 0.35% active; AID 920;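 active = inhibition above a set limit, the mean inhibition across all tested compounds plus 3 SD, cut at about 34% in these data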;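 also: 0% = IFN-gamma with DMSO and 100% = IFN-gamma with 300 µM nifuroxazide; values of inactives mirror those of a sister screen read the other way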
# PPARg SRC2 recr – promotes SRC-2 coactivator recruitment by human PPARgamma. AID 1032. P37231. activation, % at 8 µM. 200,000 tested, 0.34% active. PPARgamma LBD-SRC-2 recruitment, biochemical; in the data active = activation above about 22%;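 also: 0% = vehicle and 100% = reference agonist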
# S1P3 antagonist – blocks the human S1P3 receptor; Q99500; CHO S1P3 NFAT-BLA reporter, FRET fluorescence, antagonist mode; inhibition, % at 4.98 µM; 170,000 tested, 0.27% active;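 active = inhibition above the plate cutoff, the mean inhibition of test wells on that plate plus 3 SD, cut at about 28% in these data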;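 also: cells challenged with S1P at its EC80 of 0.8 µM; blue over green emission ratio from cleaved BLA substrate after 4 h stimulation; 0% = S1P-stimulated wells and 100% = unstimulated DMSO-only wells; some compounds past the cut are filed as inactive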
# PPARg SRC1 recr – PPARgamma-driven SRC-1 recruitment agonism. P37231. 200,000 tested, 0.41% active. PPARgamma-SRC-1 coactivator recruitment biochemical assay. activation, % at 8 µM; in the data active = activation above about 19%;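 also: 0% = DMSO and 100% = reference agonist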
# TR-FRET SRC-2 ct – TR-FRET artefact, counter-screen to PPARgamma/SRC-2 agonist assay; hits give high values; TR-FRET ratio at 8 µM; AID 1049; 200,000 tested, 0.4% active; in the data active = TR-FRET ratio above about 2000; also: inactives centre near 1500
# ROMK primary – modulators of human ROMK potassium channel; P48048; Tet-inducible ROMK, thallium flux fluorescence; actives lie on both sides; B-score at 10 µM; 130,000 tested, 2% active; AID 1918;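 active = signal ratio slope over the read window, or its plate-corrected B-score, at least 3 SD from the plate mean, either direction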;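 also: B-score of the F/F0 ratio slope over 7 to 12 s after thallium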
# Target sequence (P48048 whole entry, looked up): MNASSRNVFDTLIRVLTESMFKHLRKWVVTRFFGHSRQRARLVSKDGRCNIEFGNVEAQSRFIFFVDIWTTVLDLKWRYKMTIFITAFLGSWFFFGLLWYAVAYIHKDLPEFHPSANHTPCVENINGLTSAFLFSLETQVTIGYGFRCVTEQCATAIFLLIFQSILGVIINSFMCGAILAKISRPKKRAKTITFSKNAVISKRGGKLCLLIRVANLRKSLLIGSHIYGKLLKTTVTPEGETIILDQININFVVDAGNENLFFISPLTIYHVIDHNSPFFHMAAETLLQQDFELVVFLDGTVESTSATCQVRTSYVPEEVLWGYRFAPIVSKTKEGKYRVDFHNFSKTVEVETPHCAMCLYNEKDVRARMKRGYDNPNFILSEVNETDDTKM
# TLR4 MyD88 comp – inhibitors of human TLR4-MyD88 binding. inhibition, % at 8.4 µM. 200,000 tested, 0.18% active. AID 861. O00206+Q99836. HeLa CL3-4 TLR4/MyD88 BLA complementation, FRET ratio; in the data active = inhibition above about 25%;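 also: 0% = vehicle and 100% = reference inhibitor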
# STAT3 act – STAT3 signaling activation; U3A cells, IL-6 STAT3-luciferase reporter, luminescence; 100% = signal with IL-6 EC80 alone; AID 871; 190,000 tested, 0.91% active; activation (% of control), % at 5.6 µM;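 active = activation above the screen-wide mean of compound activation plus 3 SD, cut at about 130% in these data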;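 also: 0% = background luminescence of wells with medium and substrate only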
#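 System – human U3A cells carrying STAT3-luciferase construct · Probe or stimulus – Interleukin-6, 33 ng/mL · Schedule – compound 1 h, then IL-6 6 h at 37 °C · Signal – luminescence from STAT3-driven luciferase reporter · Evaluation – percent of IL-6-only median luminescence · Benchmarks – IL-6-only high control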
# Numbers without * were called inactive; . = no result given.
SMILES,STAT3 inh,PPARg SRC-3 ag,RAM network inh,STAT1 blocker,PPARg SRC2 recr,S1P3 antagonist,PPARg SRC1 recr,TR-FRET SRC-2 ct,ROMK primary,TLR4 MyD88 comp,STAT3 act
O=C(Nc1cccc(Br)c1)c1ccc(CSc2ccccc2)cc1,-6,0,0.9,0,4,.,-6,1494,.,5,105
O=C(NCC1CCCO1)c1ccc2c(=O)n(Cc3ccc(Cl)cc3)c(=S)[nH]c2c1 (stereo not drawn),9,0,2.8,5,-6,-8,3,1442,-0.025,0,94
O=C(NC(=S)Nc1ccc(N2CCOCC2)cc1)c1ccco1,-7,1,3.7,-9,4,-9,3,1561,0.21,0,103
CCCn1c2ccccc2c2cc(C(=O)O)ccc21,12,9,3.0,-4,1,-6,5,1741,.,-2,97
CCCCNC(=O)C1CCN(c2nc(C)cc(C)n2)CC1,6,0,0.6,-1,-2,-10,0,1480,-0.87,3,102
Cc1ccccc1NC(=O)/C=C1\SC(=O)NC1=O,2,0,4.8,12,4,-28,8,1651,0.68,4,100
CCCn1c(=O)c(C(=O)OCC)c(O)c2cc(Br)ccc21,-27,7,9.8*,-8,9,-20,4,1710,.,6,126
O=C(O)COc1ccc(Br)cc1/C=C1/SC(=O)N(CC(=O)N2CCCC2)C1=O,-11,-6,2.1,-6,-4,.,-1,1459,1,3,109
COc1ccc(NC(=O)COC(=O)Cn2nnc3ccccc32)cc1,0,-1,1.0,-2,-5,4,12,1604,-0.19,-12,105
O=C(CCN1C(=O)c2ccccc2C1=O)Nc1ccc2c(c1)OCCO2,21,-8,-0.4,-2,4,6,-1,1507,-0.93,7,84
Cc1ccc2c(c1)N(S(=O)(=O)c1ccc(F)cc1)C(C(C)(C)C)CO2 (stereo not drawn),9,3,4.4,2,-6,.,8,1599,.,-13,97
CC(C)Oc1ccc(CNC(=O)CC(c2ccccc2)c2cc(Cl)ccc2O)cc1 (stereo not drawn),15,5,2.8,8,2,.,0,1549,0.24,-7,92

# In another format: two of the compounds above
SMILES: CCCn1c(=O)c(C(=O)OCC)c(O)c2cc(Br)ccc21
  STAT3 inh: -27; PPARg SRC-3 ag: 7; RAM network inh: 9.8*; STAT1 blocker: -8; PPARg SRC2 recr: 9; S1P3 antagonist: -20; PPARg SRC1 recr: 4; TR-FRET SRC-2 ct: 1710; ROMK primary: .; TLR4 MyD88 comp: 6; STAT3 act: 126
SMILES: O=C(O)COc1ccc(Br)cc1/C=C1/SC(=O)N(CC(=O)N2CCCC2)C1=O
  STAT3 inh: -11; PPARg SRC-3 ag: -6; RAM network inh: 2.1; STAT1 blocker: -6; PPARg SRC2 recr: -4; S1P3 antagonist: .; PPARg SRC1 recr: -1; TR-FRET SRC-2 ct: 1459; ROMK primary: 1; TLR4 MyD88 comp: 3; STAT3 act: 109

# More compounds
SMILES,STAT3 inh,PPARg SRC-3 ag,RAM network inh,STAT1 blocker,PPARg SRC2 recr,S1P3 antagonist,PPARg SRC1 recr,TR-FRET SRC-2 ct,ROMK primary,TLR4 MyD88 comp,STAT3 act
N/C(=N\OC(=O)CCCOc1ccccc1)c1ccc([N+](=O)[O-])cc1,6,1,3.4,-4,3,-11,2,1664,-0.012,1,101
O=S(=O)([N-]c1nc2ccccc2nc1-[n+]1ccccc1)c1ccc(Cl)cc1,9,20,0.3,6,14,.,4,1832,.,-2,102
COCc1cc(C)n(CC(=O)NCc2ccccc2)c(=O)c1C#N,2,1,1.3,-2,1,-19,-1,1585,-0.28,-11,100
Cc1ccc2nc(N(CCCN(C)C)C(=O)c3ccc(Br)s3)sc2c1,27,12,-0.1,6,-3,-9,7,1650,0.48,7,85
CC(NC(=O)OCc1ccccc1)C(=O)N1CC(O)CC1C(=O)O (stereo not drawn),-10,-8,-1.2,0,3,8,1,1559,0.61,-5,109
COc1ccc(NS(=O)(=O)c2cccc3nonc23)c(OC)c1,-2,-2,1.5,-4,-6,-2,0,1518,-1.2,-1,105
CCOc1ccc(C(C)=O)cc1COC(=O)c1cnc(Cl)c(Cl)c1,4,7,8.3,1,13,-30,7,1694,-1.5,15,101
COc1cccc(C(=O)NCC2(c3ccccc3)CCCC2)c1,1,-2,1.9,-4,0,12,1,1650,-0.3,7,105
COc1ccccc1N(CC(=O)NC(C)(C)C)C(=O)C1CSC(=O)C1 (stereo not drawn),-3,6,0.0,2,1,.,3,1617,.,-15,105
c1ccc(-n2nnc3cnccc32)cc1,6,2,2.7,-6,4,20,-4,1486,0.49,-1,99
CC(=O)COc1cc(C)cc2oc(=O)c(C)c(C)c12,17,5,2.1,12,7,-19,2,1569,.,-11,85
Cc1ccc(OCc2nc(C#N)c(NCCCn3ccnc3)o2)cc1,8,6,2.4,9,-1,-8,0,1534,-0.75,-8,96
Cc1nc(NC2=NCN(CCCN3CCOCC3)CN2)nc2c(C)cccc12,-86,17,1.6,-10,-1,-3,9,1358,.,4,183*
CCCc1nc2c(c(=O)c3ccccc3n2C)c(=O)n1C1CCCCCC1,-2,4,1.2,-3,2,-2,3,1504,.,-9,100
c1ccc2c(c1)NC1(CCCC1)n1c-2nc2ccccc21,17,0,4.0,-28,4,6,4,1640,.,-2,90
COc1ccc(CNC(=O)CN(c2ccc(OC)cc2)S(=O)(=O)c2c(C)nn(C)c2C)cc1,-4,-1,1.9,5,-6,2,-4,1404,-0.17,2,107
CCN(CC)S(=O)(=O)c1cccc(NC(=O)COC(=O)c2cccs2)c1,7,1,0.4,-7,-2,-15,3,1584,-0.052,-4,96
CCOc1ccc(NC(=O)CCSc2ccc3ccccc3n2)cc1,0,5,1.2,4,5,-6,8,1612,.,-8,100
CCn1c(SCC(=O)C(C)(C)C)nnc1-c1cnccn1,2,-6,0.2,4,10,-27,4,1606,.,-14,101
CCOC(=O)NC1(C(F)(F)F)NC(=O)N(Cc2ccco2)C1=O (stereo not drawn),-8,-9,-0.8,-10,-3,-22,-3,1441,.,-10,109
O=C(Cc1ccccc1)Nc1cccc([N+](=O)[O-])c1,12,-2,2.1,3,4,1,4,1508,.,-12,91
COc1ccc(/C=N/Nc2nc(Nc3ccccc3)nc(N3CCCCC3)n2)cc1OC,-8,-8,0.0,-31,1,.,-2,1359,.,0,108
O=C(NCCCN1CCOCC1)c1cc2c(s1)CSC2,-4,6,0.0,-10,0,-9,8,1478,0.082,-4,105
COc1ccc2c(CSc3nc4nc(C)cc(C)n4n3)cc(=O)oc2c1,-6,1,1.3,1,6,2,0,1510,1.1,-1,113
COc1ccc(C(=O)NCC23C=CC(O2)C2C(=O)N(Cc4ccccc4)C(=O)C23)cc1 (stereo not drawn),9,8,3.2,9,2,-25,-1,1471,0.33,-10,95
COc1ccc(C(=O)Nc2cccc([N+](=O)[O-])c2)cc1Br,19,1,.,-3,-1,.,-4,1562,.,-29,87
CC1CCCC(NC(=O)C2CCN(S(=O)(=O)N3CCOCC3)CC2)C1C (stereo not drawn),-2,-11,1.4,-14,-11,1,4,1532,.,21,106
COc1ccc(C2=NN(c3nc4ccccc4s3)C(=O)C2)cc1,0,2,0.2,-3,-6,-10,-9,1549,.,9,103
Cc1ccccc1/C=N/NC(=O)Cn1cnc([N+](=O)[O-])n1,3,-1,2.4,-1,5,.,4,1591,-0.56,4,104
CCC(CC)c1nnc(NC(=O)CN2C(=O)c3ccccc3C2=O)s1,3,1,1.6,1,7,-17,-4,1455,0.65,13,101
CSc1ncccc1C(=O)OCC(=O)c1cccc(Br)c1,5,3,4.7,-6,11,-24,2,1631,-0.0085,-4,99
O=C1OC(c2ccco2)=N/C1=C\c1ccc(-c2cccc(C(F)(F)F)c2)o1,8,4,6.3,5,5,7,10,1565,.,2,95
COc1ccc(-c2cc(=O)oc3cc4occ(C)c4cc23)cc1,4,4,1.6,-3,0,.,8,1551,.,-10,101
CN(CCc1nc2ccccc2[nH]1)Cc1nc(CC2CC2)no1,-2,-1,0.3,3,-3,-8,1,1563,0.0029,8,107
Cc1ccc(NC(=O)CSc2nc3ccccc3c(=O)n2CCCC(=O)NCCCN2CCOCC2)cc1,13,2,0.0,10,4,-22,-2,1645,0.0095,-14,96
COc1ccc(C(=O)NCC(=O)NCC(c2ccco2)N(C)C)cc1OC (stereo not drawn),-7,1,0.0,-5,-2,-14,3,1428,.,-13,102
O=C(Nc1ccc(N2CCCC2)cc1)c1ccccc1F,6,5,0.5,-53,7,.,6,1650,.,-9,95
C=CCc1ccc(OCCCCNC2CCCC2)c(OC)c1,14,1,1.4,-1,2,-20,-3,1344,0.61,1,92
CCOC(=O)c1c(C)sc(Sc2ccc(Cl)cc2[N+](=O)[O-])c1OC,2,-6,3.8,1,4,.,4,1421,0.029,-3,103
COc1ccc2c(c1)C(SCC(=O)NCCc1ccc(Cl)cc1)CC(C)(C)O2 (stereo not drawn),-8,3,4.6,7,7,5,9,1516,-0.044,6,107
COc1ccccc1-n1c(SCC(=O)Nc2ccc(C)cc2)nc(O)cc1=O,27,7,1.5,2,11,.,0,1422,.,3,83
C=CCn1c(SCC(=O)NC2CCS(=O)(=O)C2)nc2scc(C3CC3)c2c1=O (stereo not drawn),-5,-3,5.0,4,7,-20,-2,1644,0.15,2,106
CSc1nnc(-c2cc3c(s2)-c2ccccc2CC3)o1,-71,13,5.6,-41,2,.,3,1683,.,-19,164*
O=C1C=C(NCc2ccco2)CCC1,7,5,-0.4,7,-6,-9,-1,1467,.,-5,99
COCCNC(=O)C(=O)NCCN1CCOCC1,6,-6,3.2,-4,-3,.,6,1547,.,-4,98
C(=N\Nc1ccccn1)/c1ccc2c(c1)OCCO2,31,1,0.2,-41,2,3,1,1554,-0.6,8,76
COc1ccc(C)cc1NC(=O)c1cc2cc3ccc(C)cc3nc2o1,12,7,0.9,7,0,-12,5,1757,.,-7,93
O=C(CSc1nnc(CNC(=O)c2cccs2)o1)Nc1cccc(C(F)(F)F)c1,-9,3,3.8,11,4,.,2,1658,.,1,110
CCc1nnc(NS(=O)(=O)c2ccc(NC(=O)OC)cc2)s1,4,6,0.0,4,6,21,5,1734,0.46,11,102
CN(C(=O)Cc1c(C(=O)O)n(C)c2ccccc12)c1ccc(F)cc1,11,3,4.1,0,1,-11,-7,1557,0.57,-2,100
COc1cccc(C2CC(c3cccs3)=NN2C(=S)Nc2ccccc2)c1OC (stereo not drawn),-5,9,4.1,3,1,.,8,1768,.,5,104
CC1(c2ccccc2Cl)NC(=O)N(CC(=O)NC(=O)NCc2ccco2)C1=O (stereo not drawn),1,3,1.3,1,1,9,-4,1469,.,3,104
COc1ccc(/C=C2/SC(=O)N(CCNC(=O)C3COc4ccccc4O3)C2=O)cc1 (stereo not drawn),19,6,4.0,-3,7,2,10,1650,.,-7,88
CCOCc1nnc(NC(=O)c2cccc(OC)c2)s1,6,10,-0.5,-20,4,-23,-6,1570,-0.27,-5,101

# Source: PubChem
